From PubChem
TDP1 block – blocks human tyrosyl-DNA phosphodiesterase 1; Q9NUW8; recombinant TDP1, AlphaScreen DNA substrate cleavage; Potency, µM (top dose mostly 130 µM), inactives show at the top dose activity change, negative = inhibition, most hits filed as inhibitors; hit rate 0.28% among 350,000; active = well fitted inhibition curve with a large enough effect; inconclusive = small, poorly fitted or top-dose-only effect; inactive = no such curve, though single readings can be large or run the other way; note: nearly all actives have a fitted effect of over 40% in size
Target sequence (Q9NUW8 whole entry, looked up): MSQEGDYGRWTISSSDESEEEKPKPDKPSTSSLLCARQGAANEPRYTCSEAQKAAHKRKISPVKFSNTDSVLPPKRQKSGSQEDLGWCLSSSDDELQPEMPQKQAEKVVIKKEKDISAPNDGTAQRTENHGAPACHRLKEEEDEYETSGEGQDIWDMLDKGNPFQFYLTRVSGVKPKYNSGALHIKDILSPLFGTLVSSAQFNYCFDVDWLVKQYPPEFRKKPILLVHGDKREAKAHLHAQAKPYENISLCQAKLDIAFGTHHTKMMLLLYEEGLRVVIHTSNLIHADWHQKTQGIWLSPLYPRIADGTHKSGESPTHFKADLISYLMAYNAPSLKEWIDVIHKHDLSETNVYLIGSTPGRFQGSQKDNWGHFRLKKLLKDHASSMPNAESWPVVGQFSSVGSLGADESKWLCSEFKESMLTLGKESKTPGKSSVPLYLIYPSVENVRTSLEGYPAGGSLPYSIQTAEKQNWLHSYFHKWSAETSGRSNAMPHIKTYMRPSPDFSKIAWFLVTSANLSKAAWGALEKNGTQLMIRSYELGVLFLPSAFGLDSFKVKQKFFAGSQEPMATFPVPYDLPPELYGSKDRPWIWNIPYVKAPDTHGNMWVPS
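AlphaScreen read-out: signal falls as enzyme removes the 3' tyrosine-FITC from a 5'-biotinylated DNA oligo (15 nM, 5 min, RT). Enzyme was E. coli-made recombinant Tdp1 at 1 nM, exposed to compound for 15 min beforehand; beads 10 ug/ml, 10 min.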
Numbers without * were called inactive; ? = inconclusive; & = joins results of further samples; [ ] = remark or other dose. % is set by controls: 0 for no effect and ±100 for the full control effect; potency is the fitted concentration of half-maximal effect. Only part of the results is shown; count on the stated rates, not on these rows.

item	smiles	TDP1 block
1	N#Cc1cccc(NC(=O)COC(=O)c2ccc3c(=O)n4c(nc3c2)CCC4)c1	-5%
2	CCN1C(=O)[C@H]2[C@H]3[C@H](O)[C@H](O)C/C(=N/OCc4ccccc4)[C@H]3CC[C@@H]2C1=O	13%[21 µM]
3	CC(=O)OC[C@@H]1O[C@@H](O/N=C2/C[C@@H](O)[C@@H](O)[C@@H]3[C@H]4C(=O)N(c5ccc(F)cc5F)C(=O)[C@@H]4CC[C@H]23)[C@H](OC(C)=O)[C@H](OC(C)=O)[C@@H]1OC(C)=O	1%[21 µM]
4	Cc1cccc(N2CCN(C(=O)CN3CCSc4ccccc43)CC2C)c1 (stereo not given)	10%
5	CCOC(=O)c1cnn(-c2cc(C)nc3c(-c4ccc(Cl)cc4)c(C)nn23)c1N	6%
6	CC1C(=O)N(C)C(=O)c2nc[nH]c21 (stereo not given)	6%[56.1 µM]
7	OC1c2ccccc2-c2nc3ccccc3cc21 (stereo not given)	1%
8	CC(=O)N(CC(O)CN(C(C)=O)c1c(I)c(C(=O)NC[C@@H](O)CO)c(I)c(C(=O)NC[C@@H](O)CO)c1I)c1c(I)c(C(=O)NC[C@@H](O)CO)c(I)c(C(=O)NC[C@@H](O)CO)c1I	13%[21 µM]
9	CCOC(=O)C1=C[C@@H](C(=O)OCC)[C@@H]2C3=C(C(=O)C2(C)C)[C@H](c2ccccc2)[C@@H]2C(=O)N(c4ccccc4)C(=O)[C@@H]2[C@@H]3C1	17%
10	O=[N+]([O-])c1cc(/C=N\Nc2nccs2)ccc1O	?
11	O=C(Nc1nnc(SCc2c(Cl)cccc2Cl)s1)c1ccc2ncsc2c1	5%
12	Cc1ccc(CNC(=O)C2(CC(C)C)C=CCN2C(=O)c2ccccc2)o1 (stereo not given)	1%
13	Brc1ccc(C2=NCCC(c3ccccc3)O2)cc1 (stereo not given)	3%
14	O=C1[C@H]2[C@H]3[C@H](O)[C@H](O)C/C(=N/OC[C@@H](O)COCc4ccco4)[C@@H]3CC[C@@H]2C(=O)N1Cc1ccc2c(c1)OCO2	9%[21 µM]
15	CCOc1nc(NC(=O)NS(=O)(=O)Oc2ccccc2)nc(-c2ccccc2)n1	-1%
16	Cc1ccc(CN2CCc3c(OCC(=O)Nc4cccc(C)c4C)cccc3C2=O)cc1	0%
17	CCC(O)c1cc2c(cc1NC(=O)c1cccc(Br)c1)OCCO2 (stereo not given)	5%
18	COc1ccc(/C=C2\SC(=S)N(NC(=O)c3ccncc3)C2=O)cc1OC	1%
19	CC(=O)NC(=S)c1c(N)n(Cc2ccccc2)c(=O)n(C)c1=O	1%
20	Nc1ccc(S(=O)(=O)O)cc1	15%
21	COC(=O)c1ccc2c(c1)N(Cc1ccc(Cl)cc1)C(=O)c1ccccc1S2	4%
22	CC(C)C[C@@H](CC(=O)N[C@@H](CCC(=O)O)CC(=O)O)NC(=O)[C@@H]1CNCC[C@H]1NC(=O)C[C@@H](NC(=O)C[C@H](Cc1c[nH]c2ccccc12)NC(=O)[C@@H]1CCCC[C@H]1N)C(C)C	3%
23	CO[C@@H]1COC(=O)[C@@H](C)COC(=O)[C@@H](C)NC(=O)C/C=C\[C@@H]1C	3%[21 µM]
24	CC(C)c1cccc2cc3c(nc12)-c1cccc(=O)n1C3	-2%
25	Cc1cn(C2CC3OCC(NC(=O)C(NC(=O)OC(C)(C)C)C(C)OCc4ccccc4)C3O2)c(=O)[nH]c1=O (stereo not given)	4%
26	CCCSCCCNC(=O)CN1C(=O)COc2ccc(S(=O)(=O)N3CCC(C)CC3)cc21	1%
27	C=CCOC(=O)/C=C/NC(=O)/C=C/C=C/CCCCCCCC(C)O (stereo not given)	6%&1%[21 µM]
28	COc1ccc(C)cc1NC(=O)c1cnc2sccn2c1=O	1%
29	COc1ccc(Nc2nc(CN3CCOCC3)nc3sc4c(c23)CCC(C)C4)cc1OC (stereo not given)	5%
30	CN(C)c1cccc(S(=O)(=O)N2CCCN(S(=O)(=O)c3ccc4c(c3)OCCO4)CC2)c1	3%
31	CC1CCN(S(=O)(=O)c2ccc3c(c2)N(CC(=O)NCCN(C)C)C(=O)CO3)CC1	1%
32	C=Cc1cccc(C)c1	15%
33	Cc1nnc(C)c2c(C)n(-c3cccc4cccnc34)c(C)c12	4%
34	CCCCCCCCC/C=C/CC1CC(=O)OC1=O (stereo not given)	5%
35	N#Cc1ccc(C[C@@H](NS(=O)(=O)c2ccc(C(=O)O)cc2)C(=O)O)cc1	9%
36	CCCCC1=CC2=CC(=O)C(C)(O)C(=O)C2=CO1 (stereo not given)	-2%
37	CCC(=O)NC(c1ccc(F)cc1)c1cc(Cl)c2cccnc2c1O (stereo not given)	0%
38	COc1ccc(OC)c(CNC(=O)CN2CC(C)Sc3ccccc32)c1 (stereo not given)	9%
39	COc1ccc(O[C@H]2C=C[C@@H](c3ccccc3)O[C@H]2COC(=O)NCc2cccc3ccccc23)cc1	6%[21 µM]
40	Cc1cccc(C(=O)NC2CCCc3ccccc32)c1 (stereo not given)	6%

Quoted at random: six entries already listed, in no set order.
item	smiles	TDP1 block
3	CC(=O)OC[C@@H]1O[C@@H](O/N=C2/C[C@@H](O)[C@@H](O)[C@@H]3[C@H]4C(=O)N(c5ccc(F)cc5F)C(=O)[C@@H]4CC[C@H]23)[C@H](OC(C)=O)[C@H](OC(C)=O)[C@@H]1OC(C)=O	1%[21 µM]
19	CC(=O)NC(=S)c1c(N)n(Cc2ccccc2)c(=O)n(C)c1=O	1%
14	O=C1[C@H]2[C@H]3[C@H](O)[C@H](O)C/C(=N/OC[C@@H](O)COCc4ccco4)[C@@H]3CC[C@@H]2C(=O)N1Cc1ccc2c(c1)OCO2	9%[21 µM]
25	Cc1cn(C2CC3OCC(NC(=O)C(NC(=O)OC(C)(C)C)C(C)OCc4ccccc4)C3O2)c(=O)[nH]c1=O (stereo not given)	4%
40	Cc1cccc(C(=O)NC2CCCc3ccccc32)c1 (stereo not given)	6%
5	CCOC(=O)c1cnn(-c2cc(C)nc3c(-c4ccc(Cl)cc4)c(C)nn23)c1N	6%

(continued)
item	smiles	TDP1 block
41	CCCCC1=CC2=CC(=O)C(C)(OC(=O)c3ccco3)C(=O)C2=CO1 (stereo not given)	3%
42	Cc1ccc(NCc2cc3cc4c(cc3n(CC(=O)Nc3ccc(F)cc3F)c2=O)OCCO4)cc1	-6%
43	O=C1CC(c2ccccc2)Sc2ccccc2N1Cc1ccc(F)cc1 (stereo not given)	-7%
44	Cc1cc(=O)oc2cc(NC(=O)CC(N)C(=O)O)ccc12 (stereo not given)	5%
45	Cc1nnc(NC(=O)CSc2ccc3nnc(-c4cccnc4)n3n2)s1	5%
46	Cc1ccc2nc3sc(-c4nnc(-c5ccccc5[N+](=O)[O-])o4)c(N)c3cc2c1	3%
47	COc1ccc(-c2nc3c(c4c2C[C@H](c2ccccc2)OC4)CN(S(=O)(=O)c2ccc4c(c2)OCCN4C)CC3)c(C)c1	9%[21 µM]
48	COc1ccc(C)cc1NC(=O)N1CCN(S(=O)(=O)c2ccc3c(ccn3C)c2)CC1	9%
49	COC(=O)N[C@H](CC(C)=O)c1ccccc1	4%
50	O=C(Nc1nc2ccccc2c2nc3ccccc3n12)c1ccc(F)cc1	3%

An excerpt from above in order of their number in TDP1 block, lowest first:
item	smiles	TDP1 block
43	O=C1CC(c2ccccc2)Sc2ccccc2N1Cc1ccc(F)cc1 (stereo not given)	-7%
50	O=C(Nc1nc2ccccc2c2nc3ccccc3n12)c1ccc(F)cc1	3%
44	Cc1cc(=O)oc2cc(NC(=O)CC(N)C(=O)O)ccc12 (stereo not given)	5%
48	COc1ccc(C)cc1NC(=O)N1CCN(S(=O)(=O)c2ccc3c(ccn3C)c2)CC1	9%

Other entries:
51. COC(=O)[C@@]1(Cc2ccc(F)cc2)[C@H]2c3cc(C(=O)N(C)C)n(Cc4ccc(O)c(OC)c4)c3C[C@H]2CN1C(=O)c1ccccc1
  TDP1 block: 13%
52. Cc1ccc2oc(=O)c3cc(C(=O)Nc4cc(-c5cccc(F)c5)no4)sc3c2c1
  TDP1 block: -1%
53. COc1ccc(C2C=C(c3ccc(Br)cc3)Nc3nc(NS(C)(=O)=O)nn32)cc1 (stereo not given)
  TDP1 block: 8%
54. Cc1nnc2c3cnn(-c4ccc(Cl)cc4)c3ncn12
  TDP1 block: 2%
55. CCOC(=O)CCN1C(=O)[C@H]2[C@H]3[C@H](O)[C@H](O)C/C(=N/OCc4ccccc4)[C@H]3CC[C@@H]2C1=O
  TDP1 block: 9%[21 µM]
56. CC(C)CCC[C@@H](C)[C@@H]1CC[C@H]2C3=CC=C4CC(O)CC[C@]4(C)[C@H]3CC[C@@]21C (stereo not given in full)
  TDP1 block: 13%
57. CCCCCCCC1=CC2=C(Cl)C(=O)C(C)(OC(C)=O)C(=O)C2=CN1C (stereo not given)
  TDP1 block: -1%
58. NS(=O)(=O)c1ccc(NC(=S)N2CCN(S(=O)(=O)c3ccc(F)cc3)CC2)cc1
  TDP1 block: 0%
59. Cc1nn(C)cc1CNC(=O)C1C2CCC(C2)C1C(=O)O (stereo not given)
  TDP1 block: 5%
60. CCOc1ccc(-c2ccc(SCC(=O)N3CCN(c4ccccc4)CC3)nn2)cc1
  TDP1 block: 5%
61. CC[C@H](C)[C@H](NC(=O)[C@H](Cc1ccc(O)cc1)NC(=O)[C@H](Cc1cnc[nH]1)NC(=O)[C@H](CCCNC(=N)N)NC(=O)[C@H](CC(C)C)NC(=O)[C@H](C)NC(=O)[C@H](CO)NC(=O)[C@H](Cc1ccc(O)cc1)NC(=O)[C@H](Cc1ccc(O)cc1)NC(=O)[C@H](CCCNC(=N)N)NC(=O)[C@H](C)NC(=O)[C@H](CCSC)NC(=O)[C@H](CC(=O)O)NC(=O)[C@H](CCC(=O)O)NC(=O)[C@H](C)NC(=O)[C@@H]1CCCN1C(=O)[C@H](C)NC(=O)[C@H](CC(=O)O)NC(=O)[C@H](CCC(=O)O)NC(=O)CNC(=O)[C@@H]1CCCN1C(=O)[C@H](CC(N)=O)NC(=O)[C@H](CC(=O)O)NC(=O)[C@@H]1CCCN1C(=O)[C@H](CCCCN)NC(=O)[C@H](CO)NC(=O)[C@@H]1CCCN1C(=O)[C@@H](N)Cc1ccc(O)cc1)C(=O)N[C@@H](CC(N)=O)C(=O)N[C@@H](CC(C)C)C(=O)N[C@H](C(=O)N[C@H](C(=O)N[C@@H](CCCNC(=N)N)C(=O)N[C@@H](CCC(N)=O)C(=O)N[C@@H](CCCNC(=N)N)C(=O)N[C@@H](Cc1ccc(O)cc1)C(N)=O)[C@@H](C)O)[C@@H](C)CC
  TDP1 block: 8%
62. COc1ccc(CCN(C(=O)c2ccccc2)C2=CC3CCC(C2)N3C)cc1OC (stereo not given)
  TDP1 block: 0%
63. COC(=O)C/C=C/[C@@H](C)[C@H](NC(=O)OCC(Cl)(Cl)Cl)c1cccc(OC)c1
  TDP1 block: 5%
64. COC(=O)C1=C(C(=O)OC)[C@@H]2N(C)c3ccc(OC)cc3[C@@]23C[C@@H](C(=O)OC)N(C(C)=O)C3=N1
  TDP1 block: 15%[12.3 µM]
65. CCCCCCCCC(C)O (stereo not given)
  TDP1 block: 6%

66. COc1ccc(NCc2cc3cc4c(cc3n(CC(=O)Nc3cc(C)cc(C)c3)c2=O)OCO4)cc1
  TDP1 block: 3%
67. COc1cccc([C@@H]2Oc3ccc(OC)cc3C[C@H]2OC(=O)NS(=O)(=O)c2ccc(C)cc2)c1
  TDP1 block: 6%
68. CC(C)CCNC(=O)c1ccc(Cl)c(NC(=O)Cc2ccccc2)c1
  TDP1 block: -5%
69. COc1ccc(-c2csc(NC(=O)COC(=O)c3ccc(Br)o3)n2)cc1
  TDP1 block: 5%
70. CNS(=O)(=O)c1ccc2c(c1)C(=O)c1cc(S(=O)(=O)NC)ccc1CC2
  TDP1 block: -12%
71. O=S1(=O)N=C(Oc2cccc(Cl)c2)c2ccccc21
  TDP1 block: 0%
72. CC[C@H](C)[C@H](NC(=O)[C@H](CC(C)C)NC(=O)[C@H](CC(N)=O)NC(=O)[C@@H](NC(=O)[C@@H](N)Cc1ccc(O)cc1)[C@@H](C)CC)C(=O)N[C@@H](Cc1ccc(O)cc1)C(=O)N[C@@H](CCCN=C(N)N)C(=O)N[C@@H](CC(C)C)C(=O)N[C@@H](CCCN=C(N)N)C(=O)N[C@@H](Cc1ccc(O)cc1)C(N)=O
  TDP1 block: 13%
73. CCOCCCn1c(=NC(=O)c2ccc(OC)c(OC)c2)c(C#N)cc2c(=O)n3cccc(C)c3nc21
  TDP1 block: 1%
74. O=[N+]([O-])c1ccc(-n2cccc2/C=N/Nc2nc(N3CCCCC3)nc(N3CCCCC3)n2)cc1
  TDP1 block: 0%
75. CCCCC[C@H](O)/C=C/C=C/C/C=C\CCCC(=O)O
  TDP1 block: 7%
76. COc1ccc2c(Cl)c(C(=O)NCC3CCCO3)sc2c1Cl (stereo not given)
  TDP1 block: 3%
